Assay outcomes deposited in PubChem BioAssay by National Center for Advancing Translational Sciences (NCATS).
KDM5B inhibitor: KDM5B demethylase inhibition; Q9UGL1; KDM5B demethylase, FDH-coupled NADH fluorescence (FDH is formaldehyde dehydrogenase); 2.6% of 220,000 active; Potency, µM (top dose mostly 57.7 µM), for inactives: top-dose activity change, negative = inhibition, usual class: inhibitors; active means well fitted inhibition curve with a large enough effect; inconclusive means small, poorly fitted or top-dose-only effect; inactive means no such curve, though single readings can be large or run the other way; further: 0% is about no effect; nearly all actives have a fitted effect of over 70% in size
Target sequence (Q9UGL1 whole entry, looked up): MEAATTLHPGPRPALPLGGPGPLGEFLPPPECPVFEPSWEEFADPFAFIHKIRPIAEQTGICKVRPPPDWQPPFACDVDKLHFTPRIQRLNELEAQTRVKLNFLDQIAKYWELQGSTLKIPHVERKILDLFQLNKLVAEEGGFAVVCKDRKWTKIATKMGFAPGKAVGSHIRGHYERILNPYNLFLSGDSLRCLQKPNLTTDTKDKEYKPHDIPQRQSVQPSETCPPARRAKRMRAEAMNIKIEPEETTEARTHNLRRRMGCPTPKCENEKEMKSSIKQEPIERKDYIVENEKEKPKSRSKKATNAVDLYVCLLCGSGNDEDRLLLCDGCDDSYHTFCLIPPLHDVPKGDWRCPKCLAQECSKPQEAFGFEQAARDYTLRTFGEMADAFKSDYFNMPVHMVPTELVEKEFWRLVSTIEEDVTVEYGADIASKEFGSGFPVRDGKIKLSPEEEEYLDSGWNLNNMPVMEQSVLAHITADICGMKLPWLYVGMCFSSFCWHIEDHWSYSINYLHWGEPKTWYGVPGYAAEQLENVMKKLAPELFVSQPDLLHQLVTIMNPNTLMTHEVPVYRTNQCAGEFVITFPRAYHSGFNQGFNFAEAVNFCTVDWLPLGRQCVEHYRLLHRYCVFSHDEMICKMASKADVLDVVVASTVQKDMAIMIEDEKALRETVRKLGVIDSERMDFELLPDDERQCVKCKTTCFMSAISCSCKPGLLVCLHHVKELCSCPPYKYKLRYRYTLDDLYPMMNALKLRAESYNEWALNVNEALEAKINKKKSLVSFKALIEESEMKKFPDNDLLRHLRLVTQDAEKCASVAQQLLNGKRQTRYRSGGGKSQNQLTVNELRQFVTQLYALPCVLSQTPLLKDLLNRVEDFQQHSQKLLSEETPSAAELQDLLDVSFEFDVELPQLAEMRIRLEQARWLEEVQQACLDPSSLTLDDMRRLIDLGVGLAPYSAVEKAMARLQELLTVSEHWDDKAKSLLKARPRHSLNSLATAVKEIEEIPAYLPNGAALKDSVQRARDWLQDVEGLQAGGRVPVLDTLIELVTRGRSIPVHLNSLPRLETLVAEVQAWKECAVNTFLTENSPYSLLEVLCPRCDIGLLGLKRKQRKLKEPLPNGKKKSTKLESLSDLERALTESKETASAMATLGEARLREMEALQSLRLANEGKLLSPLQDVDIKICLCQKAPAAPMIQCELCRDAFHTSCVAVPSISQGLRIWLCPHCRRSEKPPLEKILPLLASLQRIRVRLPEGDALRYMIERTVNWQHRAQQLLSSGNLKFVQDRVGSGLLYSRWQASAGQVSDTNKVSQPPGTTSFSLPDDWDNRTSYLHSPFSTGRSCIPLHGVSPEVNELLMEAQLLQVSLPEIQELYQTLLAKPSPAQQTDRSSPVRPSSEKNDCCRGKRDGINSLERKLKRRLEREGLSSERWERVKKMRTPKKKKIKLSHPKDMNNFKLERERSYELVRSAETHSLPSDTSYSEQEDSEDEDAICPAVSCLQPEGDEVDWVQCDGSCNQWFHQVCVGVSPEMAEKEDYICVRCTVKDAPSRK
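Coupled FDH/NAD⁺ fluorescence readout. KDM5BΔAP 200 nM final; compound titration, 10 min RT preincubation; substrate mix 12.5 µM H3K4me3, 25 µM 2-OG, 50 µM Fe(II), 100 µM ascorbate, 0.25 mM NAD⁺, 0.25 U/mL FDH; ΔRFU over 30 min.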
Active calls of the source: *; ? = inconclusive; ! = a repeat was not active; [ ] = remark or other dose. Potency means the concentration at half of the fitted maximal effect. The list is partial; count on the stated rates, not on these rows.

SMILES	KDM5B inhibitor
Cc1ccc(S(=O)(=O)C/C=C/CS(=O)(=O)c2ccc(C)cc2)cc1	-5%
C=CCOc1ccc(C(=O)NCCC2=CCCCC2)cc1	0%
Cc1c(-c2nc3ccccc3[nH]2)c(NC(=O)CC(C)C)n(CC2CCCO2)c1C (stereo not drawn)	23%
CN1CCCN(C(=O)Cc2ccccc2F)c2ccccc21	-26%
Cc1ccc(CSCc2ccc(C(=O)NCC3CCCO3)o2)cc1 (stereo not drawn)	-52%
CCc1[nH]c(C(=O)N(CC)CCC(F)(F)F)c(C)c1C(=O)OC	-2%
COc1ccc(CNC(=O)C[C@@H]2CCNC[C@@H]2Cc2cc(CSc3ccccc3)on2)cc1	18%
COC(=O)C(C)Oc1cc2oc(=O)cc(C)c2cc1Cl (stereo not drawn)	-16%
O=C(c1cccc2ccccc12)N1CCN(Cc2c[nH]c3ccccc23)CC1	?
N#Cc1ccc(COC(=O)c2cnccn2)cc1	-3%
CC(NC(=O)C1(C#N)CCCCC1)c1ccccc1Cl (stereo not drawn)	7%
COc1ccc2oc(C(=O)N3CCN(S(=O)(=O)c4cccc([N+](=O)[O-])c4)CC3)c(C)c2c1	-1%
O=C(c1cc(-c2ccccc2)c(-c2ccccc2)s1)C(c1ccccc1)c1ccccc1	-29%
CC(NC(=O)C(=O)Nc1ccccc1Cl)c1ccccc1 (stereo not drawn)	12%
COc1ccccc1CNc1nc(-c2ccco2)nn1S(=O)(=O)c1ccc(C)cc1	?
Cc1ccc(CNC(=O)c2cc(=O)c3ccc(C)cc3o2)cc1	-6%
Cc1ccc(C2=Nc3ccccc3N(CC(=O)Nc3cccc(F)c3)C(=O)C2)cc1C	-10%
COc1ccc(-c2nc(C3CC(=O)N(c4ccc(C)cc4)C3)no2)c(OC)n1 (stereo not drawn)	?
COCCCNC(=O)c1c(NC(=O)c2nc(S(C)(=O)=O)ncc2Cl)sc2c1CCCC2	-9%
Cn1nc2n(c1=O)CCC(NC(=O)c1c(F)cccc1Cl)CC2 (stereo not drawn)	-22%
COc1ccccc1OCC(=O)Nc1nn2cc(-c3ccccc3)nc2s1	-13%
Cc1cccc(C)c1-n1nnnc1SCC(=O)c1ccc(Br)s1	15%
Cc1ccc(-c2noc(-c3nc(C(C)C)no3)n2)cc1	3%
COc1ccc(NC(=O)Cn2ccc3cc(Cl)ccc32)c(OC)c1	14%
O=C1CC2CCCC(C1)N2C(=O)c1ccc2ccccc2n1	30%[86.2 µM]

(listing goes on)
SMILES	KDM5B inhibitor
CCc1cccc(C)c1NC(=O)CCc1ncc(-c2ccc(F)cc2F)o1	11%
COc1ccc(S(=O)(=O)N2CCOC2CNC(=O)C(=O)NCc2ccc(F)cc2)cc1OC (stereo not drawn)	24%
COC1CCOC2(CCN(C(=O)C3(c4ccccc4)CC3)CC2)C1 (stereo not drawn)	-17%
O=C(NCC1CCCO1)c1ccccc1NS(=O)(=O)c1ccc(F)cc1 (stereo not drawn)	-10%
CCCOc1ccc(C2C(C(=O)c3cc4ccccc4o3)=C(O)C(=O)N2CCN(C)C)cc1 (stereo not drawn)	-7%
CC1CN(C(=O)Nc2ccc(C(=O)NCCc3ccc(Cl)cc3)cc2)c2ccccc2S1 (stereo not drawn)	1%
COc1ccccc1OCC#CCN1CCC(Cc2ccccc2)CC1	?
N#Cc1cccc(/C=C/C(=O)c2cccs2)c1	?
CCN(C(=O)Cn1ccn2nc(-c3ccc(F)cc3)c(CO)c2c1=O)c1ccccc1	8%
CCN1CCC(N(C(=O)c2ccc3ccccc3n2)C2CC2)CC1	0%
CC(=O)Nc1cc(C(=O)NCc2ccccc2Cl)ccc1Sc1ccc(F)cc1	-13%
COc1ccc(C2=NOC3(CCN(Cc4cncs4)C3)C2)cc1 (stereo not drawn)	-7%[86.2 µM]
Cc1cccnc1CN1CCN(C(=O)C2CC3(CCNCC3)CN2C)CC1 (stereo not drawn)	-8%
O=C(CSc1nccn2nc(-c3cccc4ccccc34)cc12)NCc1ccco1	16%
CCCCCc1c(C)nc(Nc2nc(C)c3cccc(OC)c3n2)[nH]c1=O	-4%
O=C(Nc1sc2c(c1C(=O)NCc1ccco1)CCCC2)c1cc(=O)c2ccccc2o1	-10%
Nc1nc(C23CC4CC(CC(Cl)(C4)C2)C3)cs1	-3%
CCN(Cc1ccccc1)c1ncncc1-c1nc(-c2ccccc2)no1	?
Cc1ccc(NC(=O)c2ccc(=O)n(Cc3ccccc3C)c2)c(C)c1	-26%
O=C1CC(c2cccc(Br)c2)c2c(n3c(nc4ccccc43)[nH]c2=O)N1 (stereo not drawn)	7%
CCc1ccc(NC(=O)CC(NCc2cccnc2)C(=O)O)cc1 (stereo not drawn)	-23%
CC(C)C[C@@H](NC(=O)[C@@]1(O)C[C@@H](O)[C@H](O)[C@@H](NS(=O)(=O)c2cccc(C(F)(F)F)c2)C1)C(N)=O	7%
O=C(Nc1ccc(OCc2ccccc2)cc1)c1ccc2ccccc2c1	18%
COc1cccc(-c2ccnc3nc(CC(C)C)nn23)c1	25µM*
COc1ccc(NC(=O)CC2C(=O)N(c3cccc(OC)c3)C(=O)N2CCc2cccs2)cc1 (stereo not drawn)	1%

The list continues.
SMILES	KDM5B inhibitor
Cc1ccc(Sc2cc(C)c3cccc(C(C)C)c3n2)cc1	-16%
NS(=O)(=O)c1ccc(N/N=C/C(Br)=C/c2ccccc2)c([N+](=O)[O-])c1	-1%
CC(C)(C)C1CCC2(CC1)C(C#N)=C(SCC(=O)Nc1ccccc1)NC(=O)C2C#N (stereo not drawn)	-19%
N#Cc1cccc(CN2CCCCCNC(=O)[C@@H]3CCC[C@@H]32)c1	?
O=C(NCc1ccccc1)c1noc(-c2ccc(F)cc2)n1	-22%
COCCN1CC2(CCC1=O)CCN(CC(O)C(F)(F)F)CC2 (stereo not drawn)	22%
CCc1ccc(S(=O)(=O)c2nnn(-c3cccc(C)c3)c2N)cc1	-9%
O=C1CC(c2ccccc2)N(Cc2ccc(C(F)(F)F)cc2)CCCCCN1 (stereo not drawn)	-20%
O=[N+]([O-])c1ccccc1/C=N/Nc1ccc(S(=O)(=O)Nc2cccc(Cl)c2)cc1[N+](=O)[O-]	-9%
Cc1nn(C)cc1CN(C)C(=O)c1cc2cn(C(C)C)cc2s1	?
Cc1ccc(C2Cn3nnc(C(=O)N4CCC(C(=O)NCCCc5ccccc5)CC4)c3CO2)cc1 (stereo not drawn)	-3%
Cc1cc(C(=O)N2CCCCCC2c2nnc(-c3ccccc3)o2)n(C)n1 (stereo not drawn)	-19%
COc1ccccc1OCC(=O)NCc1cc(C)nc2ccccc12	19%
O=C1Nc2ccccc2CCC1n1nc(-c2ccccc2F)ccc1=O (stereo not drawn)	1%
COC(=O)c1cc(NC(=O)c2cccc3ccccc23)cc(C(=O)OC)c1	?
Cc1ccc(S(=O)(=O)NCCc2cn3ccsc3n2)cc1	-7%
CC(COc1cccc(F)c1)CN1CCC(C(O)(c2ccccc2)c2ccccc2)CC1 (stereo not drawn)	19%
Cc1ccccc1-c1nnn(CC(=O)N2N=C(c3cccs3)CC2c2cccs2)n1 (stereo not drawn)	?
CC1=C(C(=O)Nc2ccc(C)cc2)C(c2ccc(Cl)cc2)n2nnnc2N1 (stereo not drawn)	-15%
Cc1ccc(CNC(=O)c2ccc(OC3CCN(S(C)(=O)=O)CC3)c(Cl)c2)s1	-17%
Cc1ccc(-c2nc(CCNC(=O)C(=O)Nc3ccc(F)cc3F)cs2)cc1	?
CCN(CC)c1ccc(C2C(C(N)=O)=C(C)Nc3ncnn32)cc1 (stereo not drawn)	-20%
O=C(NCc1ccc(F)cc1)C(Sc1ccccc1)c1ccccc1 (stereo not drawn)	16%
Cc1cccc(C)c1NC(=O)CN1C(=O)NC2(CCCCC2)C1=O	15%
Cc1ccccc1CNc1nc(N(C)C)nc2c1cnn2C	?

Following part:
SMILES	KDM5B inhibitor
Cc1ccc(Cl)cc1NC(=O)CN1C(=O)NC2(CCCCC2)C1=O	5%
Cc1c(Cl)cccc1NC(=O)CSc1nc2c(=O)n(C)c(=O)n(C)c2n1C	4%
Cc1ccc(C(=O)N2CCCN(C(=O)C3CC3)c3ccccc32)cc1F	7%
COC(=O)c1ccn(Cc2ccccc2Br)n1	6%
O=C(NCc1ccnc2[nH]ccc12)c1ccc(C(F)(F)F)cc1	35µM*!
COc1ccc(C(=O)N2CCN(C(=O)N3CC4CC(C3)[C@H]3CCCC(=O)N3C4)CC2)cc1 (stereo partly drawn)	15%
Cc1cccc2nc(-c3cccnc3)c(Nc3ccc(C(C)C)cc3)n12	?
O=C(C1CCCO1)N1CCc2c(n(Cc3cccnc3)n(-c3ccccc3)c2=O)C1 (stereo not drawn)	-2%[86.2 µM]
CN(C)C(=O)CSc1nc(-c2ccccc2)c(-c2ccccc2)o1	-23%
Cc1ccc(OCC(=O)Nc2nnc(S(=O)(=O)N3CCCCCC3)s2)cc1	-4%
Cn1c(CO)nnc1CC1CCN(C(=O)c2ccc3ccccc3n2)CC1	-7%
CN1C(=O)CCCCC1C(=O)NCc1ccccc1 (stereo not drawn)	-1%
COc1ccc(CCNC(=O)c2nnc(Cc3ccc(Cl)cc3)o2)cc1OC	3%
CN1CC(=O)N(C2CCNC2)Cc2c(NCc3ccccn3)ncnc21 (stereo not drawn)	?
N#Cc1ccccc1N=Cc1ccccc1Cl	26%
OC1(CN2CCCCC2)CCN(Cc2ccc(Cl)cc2)C1 (stereo not drawn)	?
COc1cccc(CCC(=O)N2CCC(Cc3nc(-c4ccc(F)cc4)no3)CC2)c1	-3%
O=C(c1ccccc1OC1CCN(Cc2ccccn2)CC1)N1CCCC(O)C1 (stereo not drawn)	?
COc1ccc(-c2nc3c(c(=O)[nH]2)CCN(S(=O)(=O)c2cccc4cccnc24)C3)cc1	?
COc1cc(-c2nc3cc(NC(=O)c4ccccc4)ccc3o2)cc(OC)c1OC	?
CC(=O)NC1CC2(CCN(C(=O)Cc3ccc(O)cc3)CC2)c2ccccc21 (stereo not drawn)	-5%[115 µM]
COc1ccc(CCNC(=O)CN2C(=O)NC3(CCCCC3)C2=O)cc1OC	14%
Nc1nc(Nc2ccc(F)c(Cl)c2)sc1C(=O)c1ccccc1	-9%
CC(C)N(C)CC1CCN(C(=O)Nc2cccc(Cl)c2)CC1	-9%
Cn1ccnc1-c1cn(CCOCc2ccccc2)nn1	5%

Already shown: an excerpt of the list.
SMILES	KDM5B inhibitor
Cc1ccc(C(=O)N2CCCN(C(=O)C3CC3)c3ccccc32)cc1F	7%
COC(=O)c1ccn(Cc2ccccc2Br)n1	6%
O=C(NCc1ccnc2[nH]ccc12)c1ccc(C(F)(F)F)cc1	35µM*!
COc1ccc(C(=O)N2CCN(C(=O)N3CC4CC(C3)[C@H]3CCCC(=O)N3C4)CC2)cc1 (stereo partly drawn)	15%
Cc1cccc2nc(-c3cccnc3)c(Nc3ccc(C(C)C)cc3)n12	?
O=C(C1CCCO1)N1CCc2c(n(Cc3cccnc3)n(-c3ccccc3)c2=O)C1 (stereo not drawn)	-2%[86.2 µM]
CN(C)C(=O)CSc1nc(-c2ccccc2)c(-c2ccccc2)o1	-23%
Cc1ccc(OCC(=O)Nc2nnc(S(=O)(=O)N3CCCCCC3)s2)cc1	-4%
Cn1c(CO)nnc1CC1CCN(C(=O)c2ccc3ccccc3n2)CC1	-7%
CN1C(=O)CCCCC1C(=O)NCc1ccccc1 (stereo not drawn)	-1%
COc1ccc(CCNC(=O)c2nnc(Cc3ccc(Cl)cc3)o2)cc1OC	3%
CN1CC(=O)N(C2CCNC2)Cc2c(NCc3ccccn3)ncnc21 (stereo not drawn)	?
N#Cc1ccccc1N=Cc1ccccc1Cl	26%
OC1(CN2CCCCC2)CCN(Cc2ccc(Cl)cc2)C1 (stereo not drawn)	?
COc1cccc(CCC(=O)N2CCC(Cc3nc(-c4ccc(F)cc4)no3)CC2)c1	-3%
O=C(c1ccccc1OC1CCN(Cc2ccccn2)CC1)N1CCCC(O)C1 (stereo not drawn)	?
COc1ccc(-c2nc3c(c(=O)[nH]2)CCN(S(=O)(=O)c2cccc4cccnc24)C3)cc1	?
COc1cc(-c2nc3cc(NC(=O)c4ccccc4)ccc3o2)cc(OC)c1OC	?
CC(=O)NC1CC2(CCN(C(=O)Cc3ccc(O)cc3)CC2)c2ccccc21 (stereo not drawn)	-5%[115 µM]
COc1ccc(CCNC(=O)CN2C(=O)NC3(CCCCC3)C2=O)cc1OC	14%
Nc1nc(Nc2ccc(F)c(Cl)c2)sc1C(=O)c1ccccc1	-9%

Other entries
SMILES	KDM5B inhibitor
O=C(CSc1ccc2c(c1)OCCCO2)Nc1ccccc1C(=O)c1ccccc1	-12%
CC(C)NC(=O)N1CCC2(CC1)CN(C(=O)c1ccnc(N)c1)Cc1ccccc1O2	79µM*
S=C(NCCc1ccccc1)NCc1ccc(Cl)cc1	3%
CN1CCN(c2ccc(CNS(=O)(=O)c3ccsc3)cc2)CC1	1%
COC(=O)c1ccccc1C(=O)OCC(=O)c1ccccc1	-5%
Cc1ccc(S(=O)(=O)N2CCCCC2C(=O)N2CCCCCC2)cc1 (stereo not drawn)	-6%
CCOCCOC1CCN(C(=O)c2ccnn2C)CC1	3%
COc1ccc2cc3cc(C(=O)N4CCN(c5ccc(C(C)=O)cc5)CC4)sc3nc2c1Cl	-19%
COc1ccc(OC)c(S(=O)(=O)N2CCN(C(=O)NC3CC3)CC2)c1	5%
Cn1c2c(c3cc(F)ccc31)CN(C(=O)Nc1ccc(Cl)cc1Cl)CC2	?
CC1COCCN1C(=O)Cn1cnc2sccc2c1=O (stereo not drawn)	3%
CN(CC(=O)NC(N)=O)C1CCCC1	-13%
Cc1ccsc1CN(C)C(=O)Cc1c[nH]c2ccccc12	10%
O=C(c1cccnc1)N1CCC(Cc2nc(C3CCOCC3)no2)CC1	-22%
Cc1ccc(NC(=O)CSc2ncc(-c3ccccc3)[nH]2)cc1	?
Cc1nc2nc(SCC(=O)NC3CCCCC3)nn2c(C)c1Cc1ccccc1Cl	13%
